# Source: PubChem
# miR122 inh – miR-122 Renilla sensor signal increase in Huh7, primary screen, miR-122 inhibitor project, cell-based, single point, plate reader. Huh7 miR-122 Renilla luciferase sensor, 48 h; neutral wells = 0, positive control = 100. activation (reporter increase), % at 12.5 µM. hit rate 0.3% among 340,000;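 active = mean replicate activation score at least 90 and every replicate individually at or above 90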;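 also: higher luciferase means less miR-122 activity so hits act as miR-122 inhibitors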
# FN deposit inh – inhibitors of fibronectin matrix deposition, primary screen, AH1F cells, Alexa488-fibronectin fluorescence, plate reader; AH1F fibroblasts, overnight; inhibition, % at 12.6 µM; hit rate 0.086% among 350,000;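 active = mean inhibition across replicates of 30% or more, regardless of how many single replicates reach that level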;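 also: positive control wells lacked labelled fibronectin entirely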
#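 Assay system: AH1F fibroblasts assembling fluorescent fibronectin matrix; Amount: 10000 AH1F cells per well; Buffer or medium: DMEM, 2% serum; Probe or stimulus: Alexa488-fibronectin, 24 nM final in well; Doses: single compound dose, delivered by pin transfer; Incubation: 1 h adhesion, overnight exposure; Measured by: fluorescence 485/525 nm; Read-out: fibronectin deposition inhibition.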
# GSIS activator – GLuc luminescence reporter in INS-1E cells, primary screen for activators of glucose-dependent secretion of insulin; INS-1E GLuc reporter insulin secretion, 2-3 h; activation, % at 16.6 µM; hit rate 0.61% among 370,000;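 active = lowest replicate activation of at least 40%, so every replicate reaches that level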;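 also: 0% = median of neutral control wells and 100% = median of IBMX positive control wells; some compounds called inactive have numbers as strong as hits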
# CFTR F508del cor – F508del CFTR correction, initial screen, CFBE line, single point; hit rate 0.36% among 350,000; AID 720511, 2013; CFBE cells, YFP halide quenching; stimulated with forskolin plus potentiator P3; % fluorescence drop versus neutral controls; activity (quench increase), % at 7.58 µM;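 active = mean added fluorescence quench of at least 8% versus neutral control, with both replicates also reaching 8%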;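 also: cells transiently co-express mutant CFTR-F508del with the halide-sensitive YFP; corrector assay measuring rescue of mutant channel to the surface after 24 h compound exposure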
# PGC1a acetyl inh – inhibitors of PGC1a acetylation signal, primary screen, cell-based, U2OS, AlphaScreen, inhibitor mode; AlphaScreen anti-acetyl-lysine; with virally co-expressed GCN5 acetyltransferase; inhibition, % at 15.6 µM; hit rate 0.17% among 350,000; AID 651687, 2012;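 active = every replicate shows inhibition of at least 40%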;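 also: 0% = neutral control wells and 100% = positive control wells; some results beyond the cut were filed as inactive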
# PglD inh – C. jejuni PglD acetyltransferase inhibitors, primary screen, biochemical, DTNB colorimetric, single point | hit rate 0.098% among 360,000 | purified PglD enzyme, DTNB colorimetric CoA detection | inhibition, % at 12.5 µM | AID 602405, 2012 | UDP-N-acetylbacillosamine N-acetyltransferase PglD (Campylobacter jejuni); in the data active = inhibition above about 16%, passing the limit was not always enough; also: strong numbers were not always called active
# Statin myotox sup – suppressors of statin myotoxicity in C2C12 myotubes, primary screen, cell-based, single point, plate reader | C2C12 myotubes + simvastatin, ATP luminescence, 48 h; scaled: DMSO 0, geranylgeraniol control 100 | rescue of ATP level, % at 7.49 µM | hit rate 0.78% among 330,000 | AID 602340, 2012;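 active = mean ATP rescue above about 67%, or every replicate alone reaching that limit, limit read from the data, passing the limit was not always enough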;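 also: myotubes were challenged with 10 µM simvastatin during compound exposure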
# Cneo AK release – Cryptococcus neoformans cell lysis inducers, primary screen, AK release luminescence, single concentration | hit rate 0.2% among 360,000 | lysis activity, % at 15 µM | AID 651654, 2012 | C. neoformans lysis, adenylate kinase release luminescence, 4 h; normalised: neutral wells 0, clomiphene wells 100;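 active = mean lysis activity across replicates of at least 80%, whatever share of replicates individually reach that level; inactive = mean lysis activity below 80%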
#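 Test system: log-phase Cryptococcus neoformans yeast cells; Quantity: yeast cell density of 5 × 10^6 cells/mL; Buffer or medium: YPD; Doses: single compound concentration per well; Timing: 4 h at 37 °C static, read 1 h later; Measured by: AK luminescence; Read-out basis: lysis from increased AK signal; Control set: Clomiphene as positive control.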
# * = called active by the depositor; x = no result given; & = joins results of further samples; [ ] = another dose, or the depositor's remark.
mol,miR122 inh,FN deposit inh,GSIS activator,CFTR F508del cor,PGC1a acetyl inh,PglD inh,Statin myotox sup,Cneo AK release
C[C@H](CO)N1C[C@H](C)[C@@H](CN(C)S(C)(=O)=O)Oc2ccc(NC(=O)C3CCCCC3)cc2C1=O,0[16.7 µM],14,-11,-1.3&1.5,-6,0&-6,4&-11,-4&-1
C/C=C/c1cnc2c(c1)C(=O)N([C@H](C)CO)C[C@@H](C)[C@@H](CN(C)Cc1ccccc1F)O2,x,x,-3,1.7,-4,x,-7,x
COc1cc(C(=O)N(CCc2ccccc2)C2CC3CCC(C2)N3C)cc(OC)c1OC (stereo not drawn),-5,x,x,x,8,-8,-10,0
CC1(C)CC(=O)C=C(Nc2ccc(F)cc2)C1,-6,x,1,1.0,10,4,-7,-1
COCc1cc(C)nc(SCc2ccc([N+](=O)[O-])cc2)c1C#N,0,-3,-10,-0.6,4,-4,0,6
C[C@H]1CN([C@@H](C)CO)C(=O)c2cc(C#Cc3ccccc3F)cnc2O[C@@H]1CN(C)C(=O)c1ccc2c(c1)OCO2,0[16.7 µM],-9,-32,3.6,4,-2,10,-2
C[C@H](CO)N1C[C@H](C)[C@H](CN(C)Cc2ccc(-c3ccccc3)cc2)Oc2ccc(NC(=O)C3CCCCC3)cc2CC1=O,8[16.7 µM],x,-15,-1.8,-19,1,28,0
CO[C@@H]1CN(C)C(=O)c2ccc(NC(=O)NC(C)C)cc2OC[C@@H](C)N(C)C[C@H]1C,x,0,1,-1.8,0,x,x,x
CCOC(=O)c1ccc(-c2ccc(C3Nc4ccccc4C(=O)N3O)o2)cc1 (stereo not drawn),0,x,7,x,1,7,x,-3
O=C(Nc1cccc(Cl)c1N1CCOCC1)c1ccc([N+](=O)[O-])o1,-18,-1,37,-3.6,-10,-6,97*,3
COc1ccc(CCCC(=O)NCc2ccccc2)cc1C,21,10,x,x,1,2,-9,-2
O=C(NCc1cccnc1)Nc1cccc(NC(=O)NCc2cccnc2)c1F,1,1,19,-2.2,-8,-2,x,-2
CN(C)C(=O)C[C@@H]1CC[C@H](NC(=O)NC2CCCC2)[C@H](CO)O1,x,x,30,0.2,-7,-2,-3,0
CC(C)CNC(=O)c1cccc(NC(=O)Cc2ccc(Cl)cc2)c1,17,0,-1,x,-15,-2,-18,1
O=C(O)C[C@H]1C[C@@H]2c3cc(NC(=O)NC4CCCC4)ccc3O[C@@H]2[C@H](CO)O1,1[16.7 µM],-2,0,1.1,0,-2,9,3
CCC(=O)N(C)C[C@@H]1Oc2ncc(/C=C/c3ccccc3)cc2C(=O)N([C@@H](C)CO)C[C@H]1C,23[16.7 µM],4,-18,0.9,4,0,-6,2
O=C(COC(=O)Cc1ccc(Cl)cc1)Nc1ccccc1F,x,2,0,-2.0,-6,x,x,x
C[C@H](CO)N1C[C@H](C)[C@@H](CN(C)Cc2ccncc2)Oc2ccc(NS(C)(=O)=O)cc2C1=O,3[16.7 µM],x,13,-2.4,7,-2,-18,-5
COc1ccc(NC(=O)C(=O)NCC(c2ccco2)N2CCc3ccccc3C2)cc1OC (stereo not drawn),x,16,13,-0.4,x,-2,13,-2
Cc1cccc(NS(=O)(=O)c2ccc(NC(=O)N3CCCCC3)cc2)c1,11,-4,-30,-1.9,0,-4,x,1
COc1ccc(O)c(C(=O)c2coc(=N)c(C(=O)Nc3ccc(SC(F)F)cc3)c2)c1,-8,-2,21,1.5,x,4,3,-1
CN1c2ccc(-c3ccccc3)cc2[C@H]2[C@H](CCN2C(=O)Cc2ccccc2)[C@@H]1CO,33[16.7 µM],-25,-23,-4.1,-8,-1,19,2
O=C(CN1C(=O)CCSc2ccc(S(=O)(=O)N3CCCC3)cc21)Nc1ccccc1Cl,5,0,-3,0.8,-3,3,11,5
O=C(c1ccncc1)N1CCCCN2[C@H](C1)[C@H](c1ccc(-c3ccccc3)cc1)[C@@H]2CO,3[16.7 µM],x,10,0.1,10,-1,x,0
COCC(=O)N1[C@H](C#N)[C@H](c2ccc(-c3cccc(F)c3)cc2)[C@H]1CO,x,10,-4,3.2,-4,-3,11,3
Cc1cccnc1NC(=O)c1nn(C)c2c1CS(=O)(=O)c1ccccc1-2,-10,-5,23,-5.9,-1,-6,-3,0
C[C@@H]1CCCCO[C@H](CN(C)C)[C@@H](C)CN([C@@H](C)CO)C(=O)c2cc(NS(=O)(=O)c3cccs3)ccc2O1,0[16.7 µM],1,11,-0.6,8,-1,x,10
O=C(Nc1c(F)c(F)c(F)c(F)c1F)NC1CCCCC1,5,x,x,x,-1,-3,x,-4
COc1cc(OC)c(N(C)S(=O)(=O)c2cccc(C(=O)OCC(=O)c3c[nH]c4ccccc34)c2)cc1Cl,-3,x,-24,x,-5,-4,x,1
O=C(Cc1ccc(F)cc1)Nc1ccc2[nH]ncc2c1,26,9,13,1.3,x,6,27,1

# Single records (already shown). Order of values: miR122 inh | FN deposit inh | GSIS activator | CFTR F508del cor | PGC1a acetyl inh | PglD inh | Statin myotox sup | Cneo AK release
# Record of COCc1cc(C)nc(SCc2ccc([N+](=O)[O-])cc2)c1C#N : 0 | -3 | -10 | -0.6 | 4 | -4 | 0 | 6
# Record of C[C@H](CO)N1C[C@H](C)[C@H](CN(C)Cc2ccc(-c3ccccc3)cc2)Oc2ccc(NC(=O)C3CCCCC3)cc2CC1=O : 8[16.7 µM] | x | -15 | -1.8 | -19 | 1 | 28 | 0
# Record of COc1ccc(O)c(C(=O)c2coc(=N)c(C(=O)Nc3ccc(SC(F)F)cc3)c2)c1 : -8 | -2 | 21 | 1.5 | x | 4 | 3 | -1

# (cont.)
mol,miR122 inh,FN deposit inh,GSIS activator,CFTR F508del cor,PGC1a acetyl inh,PglD inh,Statin myotox sup,Cneo AK release
Cc1cc(C)cc(OCC(=O)NNC(=O)CN2C(=O)c3ccccc3C2=O)c1,-6,4,26,x,-10,-3,x,2
O=C(COC(=O)c1cc(=O)[nH]c(=O)[nH]1)Nc1cccc(S(=O)(=O)N2CCCCC2)c1,x,-2,-4,-0.7,-7,-4,x,-1
CC1=C(C(=O)Nc2ccc(C)cn2)C(c2cnn(C)c2)C2=C(CCCC2=O)N1 (stereo not drawn),3,-7,8,0.1,5,-2,5,0
CC(NCc1ccc(F)cc1)C(=O)NC1CCCCC1 (stereo not drawn),x,-4,4,2.6,-1,x,x,x
N#CCc1ccc(OC(=O)Nc2ccccc2)cc1,-5,-1,11,-0.8,3,-7,5,3
COc1cc(NC(=O)c2cccs2)c(OC)cc1NC(=O)c1ccco1,19,-5,11,x,-6,1,x,0
Cc1ccnc2nc(NC(=O)c3ccco3)nn12,5,6,5,-1.1,0,0,2,0
Cc1ccc(S(=O)(=O)NC(=O)Nc2nnc(C)s2)cc1,-1,15,x,x,-10,8,x,1
O=C(CN1C(=O)NC2(CCCCC2)C1=O)NCCC1=CCCCC1,x,x,-8,-0.2,3,-4,-3,1
O=C(NNC(=O)C1CCCO1)c1ccc([N+](=O)[O-])cc1 (stereo not drawn),x,11,-2,-2.2,x,-6,-3,5
COc1ccc(C(=O)NCC(=O)N/N=C/c2cccnc2)cc1OC,4,-8,9,-1.1,-23,1,10,-1
CCOC(=O)c1ccccc1NC(=O)CC(C)CC(=O)O (stereo not drawn),-1,x,28,x,8,-8,-8,1
CN1CCc2ccccc2C1Cc1ccccc1NC(=O)c1sc2ccccc2c1Cl (stereo not drawn),-6,1,-16,3.6,-4,2,-3,-9
COc1ccccc1C(=O)C1CCCN(C(=O)c2cc(C(C)C)no2)C1 (stereo not drawn),-5,-1,13,-1.9,x,2,1,2
O=C(NC(=S)Nc1cccc(Cl)c1N1CCCCC1)c1ccco1,-9,x,-5,3.5,-104,-1,x,-1
Cc1ccc(S(=O)(=O)N2CCCCC2)cc1NC(=O)COc1ccccc1,6,1,-10,2.8,-19,4,-10,1
Cc1noc(C)c1S(=O)(=O)N(C)C[C@@H]1Oc2ccc(NC(=O)Nc3ccc4c(c3)OCO4)cc2CC(=O)N([C@@H](C)CO)C[C@@H]1C,-5[16.7 µM],x,-2,-4.5,9,-2,1,1
Cc1ccc(C(=O)Nc2nc3ccc(S(C)(=O)=O)cc3s2)cc1C,7,4,-10,4.9,-6,1,-81,0
CC(C)CNC(=O)c1c2c(nc3ccccc13)-c1ccccc1CC2,-1,-3,x,x,3,0,-2,-1
CCCc1cc(C(=O)N2CCCC(C(=O)c3cccc4ccccc34)C2)n(C)n1 (stereo not drawn),3,-6,-54,1.0,-43,x,11,x
O=C(NCc1ccco1)c1cccc2c1C(=O)c1ccc(/C=C/c3ccccc3)cc1S2(=O)=O,-3,-7,-18,3.2,-4,-1,-22,1
COC(=O)COc1ccc(/C=C2\SC(=O)N(CC(=O)Nc3ccccc3F)C2=O)cc1,-5,-3,x,4.6,5,-6,2,3
CCNC(=O)C[C@@H]1CC[C@@H]2[C@H](COc3ccc(NC(=O)NC(C)C)cc3C(=O)N2C)O1,-5[16.7 µM],-2,-8,3.0,1,-2,-5,-1
C[C@@H](C(=O)Nc1ccc2ccccc2c1)[C@@H]1C[C@@]1(C)[C@@H](N)c1ccccc1,x,8,-26,-0.7,x,-3,-4,-1
COc1ccc(-n2c(=S)[nH]c3cc(C(=O)NCc4ccco4)ccc3c2=O)c(OC)c1,-7,-5,x,x,-5,6,-23,1
Cc1ccc(Cc2c(-c3ccc(Br)cc3)nc3ccc(Cl)cn23)cc1,6,-6,-11,2.7,13,4,10,-1
CCOc1ccc(Cl)cc1C1=CC(=O)C[C@H](c2ccc(OC)cc2)C1,25,21,15,9.1*,-15,-1,-57,0
CS(=O)(=O)c1ccc2nc(NC(=O)C3CC(=O)N(c4ccc(F)cc4)C3)sc2c1 (stereo not drawn),-1,-1,0,-2.4,-15,-5,x,-1
CCn1c(COc2ccccc2)nnc1SCC(=O)NC1CC1,-1,2,-11,0.2,6,1,7,-4
CCC(=O)Nc1ccc2c(c1)C(=O)N(C)[C@@H]1CC[C@H](CC(=O)NCc3ccccc3)O[C@H]1CO2,-1[16.7 µM],9,-6,2.8,5,-1,13,2
CCOC(=O)c1ccc(S(=O)(=O)N2CCN(C/C=C/c3ccccc3)CC2)cc1,x,17,-23,0.7,x,-2,2,0
O=C(CCCNC(=O)/C(=C\c1ccc(F)cc1)NC(=O)c1ccccc1)OCc1ccccc1,-3,x,x,x,-1,0,x,0
CC(=O)Nc1ccc(NC(=O)C(C)OC(=O)c2ccc3ccccc3n2)cc1 (stereo not drawn),x,1,8,0.9,x,-4,2,-2
COc1ccc(NC(=O)C2CCN(C(=O)NC3CCCCC3)CC2)c(OC)c1,-5,3,x,x,5,x,-5,x
Cc1ccc2cc(NC(=O)C3(C)CCN3CC(C)C)ccc2n1 (stereo not drawn),4,12,16,-0.9,5,-6,3,0
